Screening data (PubChem BioAssay)
TDP-43 yeast inh: TDP-43 toxicity inhibition in yeast; TDP-43 expressing yeast growth rescue, BacTiter-Glo, 24 h; AID 652104; actives 1.8% (n = 410,000); Potency, µM (top dose mostly 46.1 µM), inactives show top-dose growth rescue (activation), actives largely listed as activators; note: potency is the fitted concentration of half-maximal effect; % of control where 0% means no effect; nearly all actives have a fitted effect of over 50% in size
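Luminescence from BacTiter-Glo reports growth of TDP-43-expressing yeast after 24 hr at 30 deg C with compound. Cells were raffinose-pregrown to mid-log, then seeded in galactose medium at OD600=0.02.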
DRD3 agonist: D3 dopamine receptor (human) agonism. P35462. max activation, %. actives 0.58% (n = 410,000). D3R DiscoveRx beta-arrestin cells, luminescence, 90 min. AID 652048; in the data active = max activation above about 30%; note: 0% is about no effect; mostly tested at two doses, the higher about 12 µM
Target sequence (P35462 whole entry, looked up): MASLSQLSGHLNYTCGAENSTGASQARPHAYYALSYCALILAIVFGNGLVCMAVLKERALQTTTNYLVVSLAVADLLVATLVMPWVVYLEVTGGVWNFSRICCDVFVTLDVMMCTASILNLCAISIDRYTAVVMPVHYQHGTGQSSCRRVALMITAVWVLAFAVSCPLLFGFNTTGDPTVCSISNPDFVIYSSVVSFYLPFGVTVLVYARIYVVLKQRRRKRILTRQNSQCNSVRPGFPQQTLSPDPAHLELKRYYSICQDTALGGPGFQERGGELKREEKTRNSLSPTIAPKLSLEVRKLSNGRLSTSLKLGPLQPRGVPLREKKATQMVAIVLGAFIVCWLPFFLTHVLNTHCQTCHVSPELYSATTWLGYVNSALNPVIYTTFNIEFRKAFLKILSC
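Agonist-mode cell screen: cells plated at 1500/well and incubated overnight at 37 °C, then exposed to library compounds for 90 min at 37 °C. Detection reagent was added for 30–60 min at room temperature, and luminescence was read.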
GLP1R inv ag: GLP-1 receptor (human) inverse agonism; P43220; HEK293 GLP-1R CRE-luciferase, luminescence, 24 h; GLP-1R form is constitutively active; Potency, µM (series often up to 38.3 µM), for inactives: top-dose activity change, negative = inhibition, actives largely listed as inhibitors; actives 1.6% (n = 410,000); note: potency is the fitted concentration of half-maximal effect; % is set by controls: 0 for no effect and ±100 for the full control effect; nearly all actives have a fitted effect of over 55% in size
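qHTS in 1536-well format: reporter HEK293 cells expressing constitutive GLP-1R activity in DMEM + 10% Nu serum, 24 hr with compounds at 37 deg C, luminescence read after 12 min with detection reagent.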
aSyn yeast inh: rescues yeast growth from alpha-synuclein toxicity | Yeast expressing alpha-synuclein, growth rescue, BacTiter-Glo, 24 h | actives 0.14% (n = 370,000) | Potency, µM (highest dose often 46.1 µM), without a hit: top-dose growth rescue (activation), actives largely listed as activators | AID 652106; note: potency is the fitted concentration of half-maximal effect; % of control where 0% means no effect; nearly all actives have a fitted effect of over 65% in size
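Galactose-induced alpha-syn yeast (OD600=0.02, raffinose-pregrown) + pinned cpd, 24 hr, 30 deg C; growth by BacTiter-Glo luminescence. Growth restoration scores as activation.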
HEK293 tox: cytotoxicity in counter-screen for GLP-1R inverse agonists; HEK293 cAMP-luciferase reporter cells, luminescence, 24 h; Potency, µM (titrated, usually from 38.3 µM), for the others: at the top dose activity change, negative = inhibition, actives largely listed as inhibitors; actives 0.13% (n = 410,000); AID 624418;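 note: loss of luciferase light is scored as toxicity; potency is the fitted concentration of half-maximal effect; % is set by controls: 0 for no effect and ±100 for the full control effect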
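To flag toxic compounds, the library was rerun on cells for 24 hr at 37 deg C and 5% CO2. Viability-linked luminescence was captured 12 min after adding luciferase detection reagent.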
D3 antag: antagonists of human D3 dopamine receptor | P35462 | D3R cells, DiscoveRx beta-arrestin luminescence, antagonist mode; active compounds read low | max response, negative = inhibition, % | actives 2.5% (n = 360,000) | AID 652054; in the data active = max response below about -50%; inconclusive = no clear call, values can overlap the other calls; note: % is set by controls: 0 for no effect and ±100 for the full control effect; mostly tested at two doses, the higher about 12 µM
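Cells expressing the human receptor were seeded at 1500 cells/well, incubated overnight at 37 degrees C in 5% CO2, then exposed to library compounds with dopamine controls for 90 minutes at 37 degrees C before luminescent detection.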
GLP1R ag: activates the human GLP-1 receptor | P43220 | HEK293 GLP-1R CRE-luciferase, luminescence, 4-6 h; cells express a hypersensitive GLP-1R form | Potency, µM (highest dose often 45.6 µM), without a hit: at the top dose activation, most hits filed as activators | actives 0.007% (n = 380,000); note: potency is the fitted concentration of half-maximal effect; % of control where 0% means no effect
KB-V1 cytotox: KB-V1 MDR subline cytotoxicity; KB-V1 MDR cells viability, CellTiter-Glo, 72 h; Potency, µM (top dose mostly 46.1 µM), for inactives: top-dose activity change, negative = cytotoxicity, most hits filed as cytotoxic; actives 3.4% (n = 400,000); note: potency is the fitted concentration of half-maximal effect; % is set by controls: 0 for no effect and ±100 for the full control effect; nearly all actives have a fitted effect of over 60% in size
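Cells of the MDR subline KB-V1 are plated, dosed with compound at multiple concentrations, and incubated 72 h at 37 degrees C; CellTiter-Glo is then added and luminescence read after 10 min.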
PTHR1 agonist: agonists of human PTHR1 parathyroid hormone receptor | HEK293 GP2 PTHR1 cells, GloSensor cAMP luminescence, 1 h | actives 0.075% (n = 410,000) | Potency, µM (series often up to 115 µM), without a hit: at the highest dose activation, actives largely listed as activators | AID 743266; note: potency is the fitted concentration of half-maximal effect; nearly all actives have a fitted effect of over 55% in size; some results filed as inactive show a strong effect at the top dose; inactives centre near -15; many of its hits are not listed in these tables
Target sequence (Q03431 whole entry, looked up): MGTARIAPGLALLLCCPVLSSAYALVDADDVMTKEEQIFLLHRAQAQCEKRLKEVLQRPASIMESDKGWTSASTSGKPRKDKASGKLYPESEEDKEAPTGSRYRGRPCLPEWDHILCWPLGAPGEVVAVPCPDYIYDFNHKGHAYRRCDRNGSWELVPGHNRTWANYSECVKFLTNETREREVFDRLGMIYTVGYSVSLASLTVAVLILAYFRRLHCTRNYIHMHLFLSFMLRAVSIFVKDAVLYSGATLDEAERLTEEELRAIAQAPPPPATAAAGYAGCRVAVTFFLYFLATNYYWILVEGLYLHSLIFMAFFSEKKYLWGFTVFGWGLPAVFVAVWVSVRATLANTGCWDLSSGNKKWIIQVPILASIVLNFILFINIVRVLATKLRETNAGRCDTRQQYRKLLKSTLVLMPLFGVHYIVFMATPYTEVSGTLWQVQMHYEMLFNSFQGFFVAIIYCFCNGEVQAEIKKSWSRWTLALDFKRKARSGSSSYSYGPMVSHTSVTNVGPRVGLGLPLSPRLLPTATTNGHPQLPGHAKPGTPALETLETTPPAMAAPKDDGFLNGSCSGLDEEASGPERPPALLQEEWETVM
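HEK-293-derived GP2 cells expressing PTHR1 and a GloSensor cAMP reporter, 3,000/well, plated overnight, given luciferin plus IBMX (each 0.5 mM as added) for 1 h at 37 °C, then compound for 1 h at 37 °C. Luminescence was read after 15 min at room temperature.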
The depositor's hits bear a star; i = inactive; ? = inconclusive; nt = no result given; & = joins results of further samples; [ ] = dose if it differs, or a comment. Unless noted, calls come from the whole dose curve; as a rule, active = well fitted curve in the direction sought with a large enough effect; inconclusive = small, poorly fitted or top-dose-only effect, or another doubt; inactive = no such curve, though single readings can be large; an effect the other way counts as inactive or inconclusive.

cpd	SMILES	TDP-43 yeast inh	DRD3 agonist	GLP1R inv ag	aSyn yeast inh	HEK293 tox	D3 antag	GLP1R ag	KB-V1 cytotox	PTHR1 agonist
1	C=CCCC[C@@H]1OC(=O)CNC(=O)C([C@@H](C)CC)NC(=O)[C@@H]2CCCN2C(=O)C([C@@H](C)CC)OC(=O)[C@H](Cc2ccccc2)N(C)C(=O)[C@H](C(C)C)NC(=O)C1(C)C (some centres not stated)	-2%	-15	?	11%	?	?	-1%	-25%	-1%
2	Cc1ccc2c(c1N)C(=O)c1ccccc1C2=O	?	11	11%	13%	?	2	11%	?	-20%
3	Cc1nn(CC(C)C)c(Cl)c1C(=O)O	9%	2	-5%[7.66 µM]	14%	1%[7.66 µM]	-10	-2%	5%	-47%[inhibitor]
4	O=C1N[C@@H](Cc2ccccc2)C(=O)N2[C@H]1C[C@H]1c3ccccc3N(OOSc3ccccc3)[C@H]12	20%	10	0%	-25%	20%	-7	-4%	-3%	i
5	C/C(=C\c1ccc(N(C)C)cc1)[N+](=O)[O-]	-15%	-5	?	-4%	?	-12	-14%	?	-27%
6	CN1[C@@H]2CC[C@H]1CC(OC(=O)C1C=Nc3ccccc31)C2 (some centres not stated)	15%	21	?	-2%	?	-12	-2%	-9%	i
7	Cc1cccc(Cn2cccc(C(=O)Nc3nc4ccccc4s3)c2=O)c1	-5%	-19	22%	nt	5%	nt	nt	-2%	-12%
8	COC(=O)c1cc(C(O)(C(=O)OC)C(F)(F)F)c(/N=C/N(C)C)s1 (configuration not stated)	9%	0	5%	1%	6%	-14	5%	5%	i
9	COc1ccc(C(=O)N2Cc3cnnn3-c3ccccc3C2C#N)cc1 (configuration not stated)	12%	-18	14%	1%	-7%	-4	-3%	19%	i
10	Cc1cccc(N2CCN(C(=O)CCCCn3c(=O)[nH]c4ccsc4c3=O)CC2)c1C	23%	10	-28%	nt	2%	nt	-2%	25%	-50%[inhibitor]
11	Fc1ccc(C(OCCN2CCN(CCCc3ccccc3)CC2)c2ccc(F)cc2)cc1	nt	-17	nt	1%	nt	nt	-1%&7%	16µM*	-92%[inhibitor]
12	COc1ccccc1NC(=O)N1C[C@@H]2C[C@@H](C1)c1cccc(=O)n1C2	10%	-11	4%	2%	-5%	-17	29%	-8%	i
13	CCOC(=O)N1CCN(C(c2cccnc2)c2ccc3cccnc3c2O)CC1 (configuration not stated)	0%	1	-18%	3%	?	-21	?	16µM*	-11%
14	c1ccc(C2CN3CCC2CC3)cc1 (configuration not stated)	-7%	6	-13%	9%	1%	4	5%	2%	i
15	CCc1nc2ccccc2c(=O)n1-c1cccc(OC)c1	-6%	0	0%	-4%	?	18	5%	-4%	0%
16	Cc1ccccc1CN1CCN(Cc2ccccc2)CC1	-4%	-16	-22%	2%	7%	?	1%	3%	45µM*
17	CCOc1cc(C(=O)N2CCC3(CC2)OCCO3)cc(OCC)c1OCC	-12%	1	6%	0%	-7%	-28	0%	?	i
18	COc1ccccc1N=C1SCCCN1C	-13%	-29	0%	-10%	-13%	7	2%	5%	-20%
19	O=C(CSC1c2ccccc2-c2ccccc21)N/N=C/c1ccccc1	3%	14	-1%	-5%	3%	?	20%	-19%	-25%
20	C[C@@H]1CN([C@@H](C)CO)C(=O)c2cccc(NC(=O)c3ccncc3)c2O[C@@H]1CN(C)Cc1ccc(-c2ccccc2)cc1	-21%	2	-16%	1%	3%	0	-3%	?	-9%
21	COC(=O)C1=C(c2ccc(Cl)c(C(F)(F)F)c2)C[C@@H]2CC[C@H]1N2C(=O)NCCNC(C)=O	1%	8	22%	0%	-5%	0	5%	?	i
22	COc1ccc(-c2cc(=Nc3ccccc3)c3cc(C)ccc3o2)cc1	7%	-4	-26%	2%	5%	30	8%	-4%	-42%[inhibitor]
23	COc1ccc(C(C)=O)cc1CC(C(=O)c1ccccc1)N(C)C (configuration not stated)	0%	-1	0%	-2%	-28%	7	5%	-17%	i
24	O=C(O)c1ccc(COc2ccc3c4c(c(=O)oc3c2)CCC4)o1	4%	7	?	4%	66%[activator]	-9	-10%	0%	?
25	CCOC(=O)COc1ccc(/C=C2\C(=O)NC(=S)N(c3ccc(OC)cc3)C2=O)cc1OC	8%	0	0%	-4%	2%	?	-3%	4%	-14%
26	c1ccc(CNc2c3c(nc4ccccc24)CCC3)cc1	-16%[1.82 µM]	-20	?	-8%	?	-14	6%	?	-84%[inhibitor]
27	N/C(=N/[N+](=O)[O-])N1CCN(C(=O)c2ccc(Cl)cc2)CC1	-9%	8	10%	0%	31%	-13	17%	34%	i
28	COc1ccc(CC[n+]2cc(/N=C(\C)[O-])on2)cc1OC	-23%	0	0%	-3%	20%	6	7%	4%	-15%
29	OC(c1ccncc1)(c1ccc(F)cc1)c1ccc(F)cc1	10%	-2	?	9%	-7%	3	19%	16%	-20%
30	COc1ccc(C2SCC(=O)Nc3c2c(C)nn3-c2ccccc2)cc1OC (configuration not stated)	-11%	-3	8%	nt	6%	-14	-8%	7%	-4%
31	O=P(N[C@@H](c1ccccc1)[C@@H]1C[C@H]1CO)(c1ccccc1)c1ccccc1	-1%	-4	-5%	0%	-15%	23	10%	?	-16%
32	CNC(=O)Oc1ccccc1OC(C)C	23%	-17	9%	-4%	3%	2	7%	0%	-3%
33	CC[N+](CC)(CC)CCCCCCCCCC[N+](CC)(CC)CC	-21%	0	0%	0%	4%	-16	-1%	15%	-12%[57.5 µM]
34	O=C(Nc1ccccc1Cl)OC1CN2CCC1CC2 (configuration not stated)	-25%	12	?	10%	17%	2	-1%	3%	-3%
35	Cc1ccc(-n2c(C)cc(/C=C3\C(=O)NC(=O)N(C)C3=O)c2C)cc1C	15%	2	-2%	15%	-20%	10	0%	9%	-15%
36	COc1ccc(Oc2c(C)oc3cc(OC(=O)N(C)C)ccc3c2=O)cc1	21%	4	-4%	2%	-12%	11	7%	0%	-23%
37	Cn1c(SCC(=O)N/N=C/c2ccc([N+](=O)[O-])s2)nnc1-c1ccccc1	-93%[inhibitor]	-12	?	-68%[inhibitor]	?	?	4%	?	-21%
38	Nc1ccc(C(=O)N/N=C2/CN3CCC2CC3)cc1	-12%	2	0%	3%	-3%	-6	0%	11%	-6%[57.5 µM]
39	COc1ccccc1CC(=O)N1CCN(CCc2ccccc2)CC1	-8%	-11	0%	-5%	-6%	-15	5%	4%	-5%
40	CCCOc1ccc(C2SCC(=O)Nc3c2c(C)nn3-c2cccc(C)c2)cc1OC (configuration not stated)	28%	3	?	nt	-2%	nt	nt	-19%	-14%
41	COc1ccccc1CN1CCN(C(=O)COc2ccccc2)CC1	-15%	1	-25%	0%	2%	-81*	2%	0%	i
42	Cc1nc2cc(C(F)(F)F)ccc2n1C1CCN(Cc2nnnn2CCc2ccccc2)CC1	-11%	-10	?	7%	-19%	14	-8%	?	-26%[57.5 µM]
43	CCN(CC)P(c1n(C)cc[n+]1C)N(CC)CC	-14%	1	0%	1%	0%	19	4%	-3%	-2%
44	CCOC(=O)C1=C(N)OC2=C(C(=O)CCC2)C12C(=O)N(CC(N)=O)c1ccccc12 (configuration not stated)	-9%	-16	-14%	-6%	-25%	-9	-1%	2%	-21%[57.5 µM]
45	Cc1cc(C)c2c(c1)NP(=S)(c1ccccc1)N2 (configuration not stated)	?	-5	?	-25%	-4%	?	-2%	-13%	-10%
46	Cc1nc(Cl)sc1C(=O)Nc1ccc2ccccc2c1	?	-13	?	-7%	22%	-27	8%	-4%	-25%
47	CN1CCN(c2cc(N3CCCC3)c([N+](=O)[O-])cc2F)CC1	1%	2	?	-3%	-35%	-78*	-7%	-11%	i

From entry 40 as far as 47, as listed above:
cpd	SMILES	TDP-43 yeast inh	DRD3 agonist	GLP1R inv ag	aSyn yeast inh	HEK293 tox	D3 antag	GLP1R ag	KB-V1 cytotox	PTHR1 agonist
40	CCCOc1ccc(C2SCC(=O)Nc3c2c(C)nn3-c2cccc(C)c2)cc1OC (configuration not stated)	28%	3	?	nt	-2%	nt	nt	-19%	-14%
41	COc1ccccc1CN1CCN(C(=O)COc2ccccc2)CC1	-15%	1	-25%	0%	2%	-81*	2%	0%	i
42	Cc1nc2cc(C(F)(F)F)ccc2n1C1CCN(Cc2nnnn2CCc2ccccc2)CC1	-11%	-10	?	7%	-19%	14	-8%	?	-26%[57.5 µM]
43	CCN(CC)P(c1n(C)cc[n+]1C)N(CC)CC	-14%	1	0%	1%	0%	19	4%	-3%	-2%
44	CCOC(=O)C1=C(N)OC2=C(C(=O)CCC2)C12C(=O)N(CC(N)=O)c1ccccc12 (configuration not stated)	-9%	-16	-14%	-6%	-25%	-9	-1%	2%	-21%[57.5 µM]
45	Cc1cc(C)c2c(c1)NP(=S)(c1ccccc1)N2 (configuration not stated)	?	-5	?	-25%	-4%	?	-2%	-13%	-10%
46	Cc1nc(Cl)sc1C(=O)Nc1ccc2ccccc2c1	?	-13	?	-7%	22%	-27	8%	-4%	-25%
47	CN1CCN(c2cc(N3CCCC3)c([N+](=O)[O-])cc2F)CC1	1%	2	?	-3%	-35%	-78*	-7%	-11%	i

Only part of the results is shown. The share of hits here may be higher or lower than overall.
